IMPase Li cell: qHTS Assay for Identifying the Cell-Membrane Permeable IMPase Inhibitors: Potentiation with Lithium | CHO-M1 cells, IP1 TR-FRET (IP-One), carbachol + lithium | Potency, µM (series often up to 59.4 µM), without a hit: at the top dose activity, negative = IMPase inhibition, hits mostly inhibitors | 210,000 tested, 0.35% active | AID 1457, 2008;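 note: IP1 builds up when IMPase is blocked and the TR-FRET signal falls; plate controls were basal vehicle for no effect and high inhibitor control for full effect; nearly all actives have a fitted effect of over 50% in size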
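CHO cells stably expressing M1 receptor (2000/well) were cultured 16–30 h, then exposed to compounds with a small lithium addition for 30 min at 37C. IP1 was measured by TR-FRET competition; AC50 from Hill fits.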
GAA glycogen: qHTS Assay for Inhibitors and Activators of Human alpha-Glucosidase Cleavage of Glycogen; recombinant GAA, glycogen substrate, Amplex Red glucose oxidase fluorescence; Potency, µM (titrated, usually from 76.4 µM), inactives show at the highest dose activity change, negative = inhibition, actives largely listed as inhibitors; 300,000 tested, 0.38% active;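 note: 0% = full enzyme reaction and -100% = no-enzyme basal signal; the screen sought inhibitors and activators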
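Recombinant human enzyme (4 nM); glycogen substrate; 37 C, 40 min, pH 5.0. Readout: coupled glucose oxidase/Amplex Red fluorescence.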
GAA spleen mod: qHTS Assay for Inhibitors and Activators of Human alpha-Glucosidase From Spleen Homogenate | Lysosomal alpha-glucosidase (Homo sapiens), P10253 | human spleen homogenate, 4-MU-alpha-glucoside fluorescence | Potency, µM (titrated, usually from 79.9 µM), for inactives: at the highest dose activity change, negative = inhibition, hits mostly inhibitors | 240,000 tested, 0.006% active;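 note: 0% = enzyme with vehicle and -100% = no enzyme basal signal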
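AC50 values come from Hill-equation fits of concentration-response data, normalized to no-enzyme and full-activity controls. Enzyme source: 1 ug human spleen homogenate; 1 mM fluorogenic 4-MU glucoside, pH 5.0 citrate buffer, 37 C, 40 min.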
HttQ103 aggreg: qHTS Multiplex Assay to Identify Dual Action Probes in a Cell Model of Huntington: Aggregate Formation (GFP). AID 1688, 2009. Potency, µM (highest dose often 46.1 µM), for the others: at the top dose activity change, negative = inhibition, most hits filed as inhibitors. 220,000 tested, 1.1% active. PC12 HttQ103-GFP aggregates, Acumen cytometry, 40 h; note: % is set by controls: 0 for no effect and ±100 for the full control effect; nearly all actives have a fitted effect of over 60% in size
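Using laser scanning cytometry, GFP-positive aggregates were counted after lysis of PC12 cells induced with 100 nM tebufenozide to express HTT exon 1 Q103–GFP. Compounds were tested in titration.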
HTT ATP protect: qHTS Multiplex Assay to Identify Dual Action Probes in a Cell Model of Huntington: Cytoprotection (ATP) | PC12 HTT-Q103 induced, cytoprotection, ATP luminescence, 40 h | Potency, µM (titrated, usually from 56.4 µM), without a hit: cytoprotection (ATP increase), actives largely listed as activators | 230,000 tested, 0.14% active | AID 1471, 2008;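 note: % of control where 0% means no effect; nearly all actives have a fitted effect of over 45% in size; toxic huntingtin expression switched on by the ecdysone agonist tebufenozide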
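Cells were plated at 1500 per well in phenol red-free DMEM with 5% equine and 5% calf serum. Tebufenozide (100 nM final) and compounds were added, then ATPlite reagent, and luminescence was read.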
RGS12 GoLoco inh: qHTS Assay for Inhibitors of RGS12 GoLoco Motif Activity (Red Fluorophore). Guanine nucleotide-binding protein G(i) subunit alpha-1 (Homo sapiens), P63096. Gai1:RGS12 GoLoco peptide FP, rhodamine, 10 min. Potency, µM (series often up to 61.6 µM), for inactives: at the highest dose activity, negative = inhibition, most hits filed as inhibitors. 230,000 tested, 0.44% active. AID 880, 2007; active = well fitted inhibition curve with a large enough effect, not every such curve was filed as active; inactive = no such curve, though single readings can be large or run the other way; note: % is set by controls: 0 for no effect and ±100 for the full control effect; nearly all actives have a fitted effect of over 30% in size; many of its hits are not listed in these tables
Target sequence (P63096 whole entry, looked up): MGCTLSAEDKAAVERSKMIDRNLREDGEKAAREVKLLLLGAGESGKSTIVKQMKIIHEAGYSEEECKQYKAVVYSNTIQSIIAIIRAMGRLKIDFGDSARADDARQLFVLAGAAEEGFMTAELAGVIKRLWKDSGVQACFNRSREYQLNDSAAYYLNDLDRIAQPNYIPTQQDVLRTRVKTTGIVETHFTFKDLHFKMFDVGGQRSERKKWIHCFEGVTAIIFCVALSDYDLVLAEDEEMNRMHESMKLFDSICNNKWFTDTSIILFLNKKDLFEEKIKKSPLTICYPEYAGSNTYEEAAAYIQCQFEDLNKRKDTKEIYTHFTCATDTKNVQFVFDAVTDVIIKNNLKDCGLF
GAA inh: qHTS Assay for Inhibitors of Human alpha-Glucosidase as a Potential Chaperone Treatment of Pompe Disease; Lysosomal alpha-glucosidase (Homo sapiens), P10253; purified human GAA, 4-MU-alpha-glucoside fluorescence; Potency, µM (series often up to 76.9 µM), for the others: top-dose activity change, negative = inhibition, actives largely listed as inhibitors; 200,000 tested, 0.005% active; AID 1466, 2008;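 note: plate controls were uninhibited enzyme wells for no effect and no-enzyme background for full effect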
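Read-out is 4-methylumbelliferone fluorescence (Ex 365/Em 440 nm) after NaOH/glycine stop at pH 10. Enzyme 4 nM, substrate 400 uM, pH 5.0 citrate buffer, 20 min room temperature; AC50 from Hill-equation concentration-response.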
Starred values were filed as active, the others as inactive; ? = inconclusive; / = no result given; [ ] = another dose, or the depositor's remark. Unless noted, calls come from the whole dose curve; as a rule, active = well fitted curve in the direction sought with a large enough effect; inconclusive = small, poorly fitted or top-dose-only effect, or another doubt; inactive = no such curve, though single readings can be large; an effect the other way counts as inactive or inconclusive. Potency is the fitted concentration of half-maximal effect.

item | mol | RGS12 GoLoco inh | HttQ103 aggreg | GAA glycogen | GAA inh | HTT ATP protect | IMPase Li cell | GAA spleen mod
1 | COc1ccc(NC(=O)Nc2ccc(Br)cn2)cc1OC | 6% | 7% | -3% | -2% | 4%[10 µM] | 10%[38.3 µM] | 1%
2 | Cc1cccc(C(C)C)c1NC(=O)CSc1nncn1C | 8% | -15% | 0% | -5% | 3% | 9%[38.3 µM] | 1%
3 | O=C(CCSc1nnc(-c2ccccc2)o1)N1CCOCC1 | 10% | 17% | -4% | 7% | 32%[10 µM] | -21% | 3%
4 | C=CCSc1nc(Cc2ccc(Cl)cc2)nc2ccccc12 | 11% | -15% | 4% | 3% | -9% | 8%[38.3 µM] | 4%
5 | O=C(NN1C(=O)C2C3C=CC(O3)C2C1=O)c1cccc(O)c1 (stereo not drawn) | -21% | 2% | 11% | -2% | -7%[10 µM] | 6% | -2%
6 | CCN(CC)c1ccc2cc(C=O)c(=O)oc2c1 | -5% | 0% | 10% | -6% | -26% | -3%[38.3 µM] | -7%
7 | Cc1cccc(-c2nnc3sc(-c4ccccc4C)nn23)c1 | 13% | 11µM* | -13% | -4% | -31%[0.074 µM] | 50%[activator][38.3 µM] | 0%
8 | O=C(CSc1nnc(-c2ccncc2)o1)NC1C2CC3CC(C2)CC1C3 (stereo not drawn) | 14% | -28% | 11% | -3% | / | -2% | -5%
9 | CCCCCn1c(SC(C)C(C)=O)nc2c1c(=O)[nH]c(=O)n2C (stereo not drawn) | 1% | 8% | -17% | -2% | -22% | -2%[38.3 µM] | -2%
10 | CN(C)/N=C/c1cc(Cl)cc([N+](=O)[O-])c1O | 4% | ? | -9% | -5% | ? | 8% | -8%
11 | COc1ccc(/C=C(\C#N)C(=O)OC2CCOC2=O)cc1 (stereo not drawn) | 69%[activator] | -3% | 6% | -34% | -34% | -7% | -6%
12 | O=C1/C(=C/c2ccc(O)cc2)SC(=S)N1Cc1cccnc1 | 136%[activator] | 5% | -5% | 7% | / | -4% | -3%
13 | O=C(Nc1ccccc1F)Nc1cc(S(=O)(=O)N2CCOCC2)ccc1N1CCCC1 | 4% | 12% | 3% | -8% | -9% | 3% | -5%
14 | CCC1SC2=NC(C)=C(C(=O)OCC(C)C)C(/C=C/c3ccccc3OC)N2C1=O (stereo not drawn) | 5% | 19% | -1% | -1% | -2% | 1%[38.3 µM] | -1%
15 | Cc1cccc2cc(CN(Cc3cccs3)S(=O)(=O)c3ccc4c(c3)OCCO4)c(=O)[nH]c12 | -3% | 5% | -7% | -11% | -17%[1.9 µM] | 8% | -12%
16 | CCOc1ccc2[nH]c(=O)c(CN(CCCO)C(C)=O)cc2c1 | 5% | -1% | -1% | 5% | -14%[10 µM] | 3%[38.3 µM] | 1%
17 | CC(C)c1ccccc1NC(=O)COC(=O)CCN1C(=O)/C(=C\C=C\c2ccccc2)SC1=S | 59%[activator] | 5% | 6% | -8% | 0%[10 µM] | -3% | -11%
18 | O=C(COC(=O)c1ccc2ccccc2n1)NCc1ccccc1 | 0% | 19% | 7% | 8% | -36%[inhibitor] | -2% | -1%
19 | O=C(Nc1ccc2nc(-c3cccs3)[nH]c2c1)c1cccs1 | -11% | 24% | 7% | -4% | 5% | -8%[38.3 µM] | -18%
20 | COc1ccc(C(=O)n2ncc(C#N)c2N)cc1 | 6% | 19% | 2% | 0% | 2%[10 µM] | 7% | -2%
21 | CC/C(=N\NC(=O)c1ccncc1)C12CC3CC(CC(C3)C1)C2 | -1% | -4% | -25% | -2% | -16% | 38%[activator][38.3 µM] | -8%
22 | CC(=O)OC(C(=O)N1CCOCC1)c1c(F)cccc1F (stereo not drawn) | -1% | 12%[9.22 µM] | 3% | / | -2%[10 µM] | -5% | -3%
23 | CCO[C@@H]1OC(C(=O)NCc2nc3ccccc3[nH]2)=C[C@H](c2ccccc2)[C@H]1CCCO | -4% | 11%[9.22 µM] | 0% | / | 1%[10 µM] | 18% | 0%
24 | CC1CCN(C(=O)COC(=O)c2ccc3c(c2)OCO3)CC1 | -1% | -2% | 5% | -9% | -26% | 5% | -12%
25 | O=C(CCN1CCCCC1)N1CCc2c([nH]c3ccccc23)[C@H]1c1cccnc1 | 5%[14.2 µM] | / | / | / | 2%[10 µM] | 2% | /
26 | Cc1[nH]c2ccccc2c1SCC(=O)N1CCN(c2ccccc2)CC1 | -7% | -6% | -7% | 3% | 4%[10 µM] | 9%[38.3 µM] | -5%
27 | O=C(O)[C@H](Cc1ccccc1)NC(=O)N1CCN(c2ccccc2)CC1 | 4% | -5%[9.22 µM] | 0% | / | 4%[10 µM] | / | 3%
28 | CCOC(=O)c1sc(Nc2nc(C)cc(OC)n2)nc1C | 24% | -2%[9.22 µM] | -4% | 3% | -2%[10 µM] | 14% | 1%
29 | CCCCOc1ccc(C(=O)NCCc2cccs2)cc1 | -31% | -11% | 6% | -2% | 0% | 5% | /
30 | Cn1cc(S(=O)(=O)N2CCC(Cc3ccccc3)CC2)c(=O)n(C)c1=O | 1% | -7% | -15% | -14% | -12% | -11%[38.3 µM] | 2%
31 | O=C(CCN1CCCCCC1)Nc1cccc(F)c1 | 4% | -14% | 6% | -5% | -1% | 26%[38.3 µM] | 3%
32 | COC(=O)Cc1[nH]c(=O)[nH]c1C(=O)OC | 9% | 21%[9.22 µM] | 6% | / | 27%[10 µM] | / | 1%
33 | O=C1CSC(c2ccccn2)N1c1ccccc1F (stereo not drawn) | -1% | -11% | 10% | 1% | -4% | -9% | -6%
34 | CCOc1cc(-c2ccc3c(c2)OCO3)cc(=O)c2c(C)oc(C)c12 | 12% | -1% | -10% | -13% | -7% | 32%[activator][38.3 µM] | -1%
35 | Cc1ccc(CNC(=O)CCCN2C(=S)NC(C)(C)CC2C)cc1 (stereo not drawn) | 2% | -3% | -1% | 5% | -21% | 0% | 4%
36 | O=C(O)CCCn1cc(NC(=O)COc2ccccc2[N+](=O)[O-])cn1 | 6% | -8% | 7% | 6% | -33%[inhibitor][10 µM] | -5% | 2%
37 | c1ccc(CN2CCN(c3nc(-c4ccccc4)nc4ccccc34)CC2)cc1 | 19% | -26% | -3% | -14% | -26% | 30%[38.3 µM] | -4%
38 | COC(=O)C1=C(CSc2nncn2C)NC(=O)NC1c1ccc(F)cc1 (stereo not drawn) | 3% | 1% | 10% | -3% | -7% | -2%[38.3 µM] | -1%
39 | O=C(c1ccc(CSc2ccc(Cl)cc2)cc1)N1CCCC1 | -11% | -19% | 10% | 2% | / | 8% | 6%
40 | CCNc1nc(Cl)nc(-c2cn(-c3ccccc3)c3ccccc23)n1 | -2% | -2%[9.22 µM] | 7% | / | 8%[10 µM] | / | 2%
41 | Cc1cccc(NC(=O)c2ccc(N3CCCCC3)c([N+](=O)[O-])c2)n1 | 9% | -22% | -7% | -11% | -43%[inhibitor] | 11%[38.3 µM] | -5%
42 | Cc1c(O)ccc2c3c(c(=O)oc12)CCCC3 | 8% | -9% | -5% | ? | 8% | 15%[38.3 µM] | ?
43 | O=C(CC1C(=O)NCCN1C(=S)Nc1ccccc1)Nc1ccc2c(c1)OCCO2 (stereo not drawn) | 12% | 7% | -5% | ? | -14% | -1%[38.3 µM] | -1%
44 | CCOC(=O)C1(Cc2ccccc2)CCN(Cc2cc(=O)c3ccccc3[nH]2)CC1 | 19% | 11%[9.22 µM] | -9% | 5% | 16%[10 µM] | 13% | 2%
45 | CC1=CC2=NC(=O)/C(=C\c3cc(C)n(-c4ccc(F)cc4)c3C)C(=N)N2O1 | 15% | -4% | 7% | 1% | / | -14% | -6%
46 | O=C1CSC(=S)N1N1C(=O)c2cccc([N+](=O)[O-])c2C1=O | 52%[activator] | -7% | ? | -11% | -18% | 12% | 8%
47 | COc1ccc(/C=C(/C#N)C(=O)Nc2cccc([N+](=O)[O-])c2)cc1C(=O)O | 2% | 10% | 5% | 0% | -20% | -4% | -2%
48 | C=CCNc1sc(C(=O)c2ccccc2)c(N)c1-c1nc2ccccc2s1 | / | 4% | -28% | -7% | -14% | / | 1%
49 | Nn1c(-c2cccs2)nc2sc3c(c2c1=O)CCCC3 | 5% | ? | 0% | -5% | -102%[inhibitor] | 8%[38.3 µM] | -1%
50 | NS(=O)(=O)c1ccc(NC(=O)C2(c3ccccc3)CCCC2)cc1 | 11% | 4% | 9% | ? | -6%[10 µM] | 2% | -4%
51 | COc1ccc(NC(=O)C(c2ccccc2)N2CCN(c3ccccn3)CC2)cc1Cl (stereo not drawn) | 13% | -16% | -7% | -2% | ? | 34%[activator] | /
52 | CC(C)c1nc(N(C)S(C)(=O)=O)nc(-c2ccc(F)cc2)c1/C=C/C(O)CC(O)CC(=O)O (stereo not drawn) | 1% | 1% | / | / | -81%[inhibitor] | 7% | -1%
53 | COc1cc2oc(=O)cc(-c3ccc(-c4ccc(OC(F)(F)F)cc4)cc3)c2c(OC)c1OC | -1% | / | / | / | -9% | 32%[activator] | 5%
54 | C(=N\Nc1nncn1/N=C/c1ccco1)/c1ccco1 | 1% | -10%[9.22 µM] | ? | / | -4%[10 µM] | / | 0%
55 | CC1=C(C(=O)Nc2ccc(F)cc2)C(c2ccncc2)C2=C(CCCC2=O)N1 (stereo not drawn) | -6% | -4% | -14% | 3% | 10%[10 µM] | -8% | -4%
56 | O=C(Nc1nc2c(s1)CCCC2)c1cc2n(n1)C(C(F)(F)F)CC(C1CC1)N2 (stereo not drawn) | / | 26% | 12% | -10% | -9% | / | 2%

Two compounds from above, reduced to RGS12 GoLoco inh:
cpd | structure | RGS12 GoLoco inh
54 | C(=N\Nc1nncn1/N=C/c1ccco1)/c1ccco1 | 1%
55 | CC1=C(C(=O)Nc2ccc(F)cc2)C(c2ccncc2)C2=C(CCCC2=O)N1 (stereo not drawn) | -6%

Given screen by screen: part of the list above
8	O=C(CSc1nnc(-c2ccncc2)o1)NC1C2CC3CC(C2)CC1C3 (stereo not drawn)
37	c1ccc(CN2CCN(c3nc(-c4ccccc4)nc4ccccc34)CC2)cc1
Compound,8,37
RGS12 GoLoco inh,14%,19%
HttQ103 aggreg,-28%,-26%
GAA glycogen,11%,-3%
GAA inh,-3%,-14%
HTT ATP protect,/,-26%
IMPase Li cell,-2%,30%[38.3 µM]
GAA spleen mod,-5%,-4%

The list is partial; rates above refer to the full screens.
